Compound activity deposited in PubChem BioAssay by National Center for Advancing Translational Sciences (NCATS).
Shiga inhibitor: Shiga toxin inhibition; Vero cells, Shiga toxin protein synthesis inhibition reporter; inhibition, % at 38.7 µM; actives 9.2% (n = 290,000); in the data active = inhibition mostly above about 28%, no sharp cut-off; inactive = mostly below about 43%; note: 0% is about no effect
Cycloheximide cs: affects cycloheximide protein synthesis inhibition readout, counter-screen. max response, %. AID 2314. cell reporter, cycloheximide protein synthesis inhibition counterscreen. actives 12% (n = 300,000); in the data active = max response mostly above about 13%, no sharp cut-off; inactive = mostly below about 14%; note: read at 38.3 µM for the half of the compounds with a filed dose; 0% is about no effect
LmPK inh: blocks Leishmania mexicana pyruvate kinase activity | Q27686 | purified LmPK, Kinase-Glo ATP luminescence, 1 h | Potency, µM (series often up to 57.5 µM), inactives show at the top dose activity change, negative = inhibition, hits mostly inhibitors | actives 0.37% (n = 290,000) | AID 1721; note: potency is the fitted concentration of half-maximal effect; % is set by controls: 0 for no effect and ±100 for the full control effect
Target sequence (Q27686 whole entry, looked up): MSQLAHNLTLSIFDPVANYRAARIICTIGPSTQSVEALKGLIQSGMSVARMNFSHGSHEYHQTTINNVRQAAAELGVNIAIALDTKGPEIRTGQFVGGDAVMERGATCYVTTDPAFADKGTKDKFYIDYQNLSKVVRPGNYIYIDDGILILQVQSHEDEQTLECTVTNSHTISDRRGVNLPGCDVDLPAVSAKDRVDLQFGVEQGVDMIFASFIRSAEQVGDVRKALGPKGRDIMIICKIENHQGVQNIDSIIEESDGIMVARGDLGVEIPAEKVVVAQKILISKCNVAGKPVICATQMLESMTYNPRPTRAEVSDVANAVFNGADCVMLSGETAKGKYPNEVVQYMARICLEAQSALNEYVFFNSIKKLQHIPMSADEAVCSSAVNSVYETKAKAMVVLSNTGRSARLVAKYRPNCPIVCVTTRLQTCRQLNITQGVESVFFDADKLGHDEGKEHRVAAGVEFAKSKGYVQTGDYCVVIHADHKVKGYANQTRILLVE
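Purified LmPK (0.1 nM) with 0.5 mM PEP and 0.1 mM ADP in imidazole buffer pH 7.2 with MgCl2/KCl, 1 h at room temperature. ATP formed was read by luciferase luminescence and normalized to no-enzyme and uninhibited controls.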
TbPYK inhibitor: blocks Trypanosoma brucei pyruvate kinase; Q57TT1; TbPYK enzyme, Kinase-Glo Plus ATP luminescence, 45 min; Potency, µM (titrated, usually from 76.8 µM), without a hit: top-dose activity, negative = inhibition, usual class: inhibitors; actives 0.12% (n = 410,000); note: potency is the fitted concentration of half-maximal effect; % is set by controls: 0 for no effect and ±100 for the full control effect; nearly all actives have a fitted effect of over 50% in size
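Screened from lowest to highest concentration, compounds were pinned into TbPYK/substrate mixtures, and ADP (130 uM final) was added. Plates sat at room temperature for 45 min prior to Kinase-Glo Plus detection by luminescence.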
Pf growth 96h: P. falciparum growth inhibition at 96 hours | P. falciparum luciferase reporter growth, 96 h | Potency, µM (highest dose often 28.7 µM), inactives show at the highest dose activity change, negative = inhibition, most hits filed as inhibitors | actives 6.9% (n = 320,000); note: potency is the fitted concentration of half-maximal effect; % is set by controls: 0 for no effect and ±100 for the full control effect
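Cell-based qHTS: luciferase-tagged P. falciparum in erythrocytes (2% hematocrit, 0.05% parasitemia final) incubated with compounds for 96 hours, 37 C, 5% CO2; luciferase detection reagent then added and luminescence measured.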
Pf growth 48h: P. falciparum growth inhibition at 48 hours (one generation). actives 5.9% (n = 310,000). Potency, µM (highest dose often 28.7 µM), for inactives: at the highest dose activity change, negative = inhibition, usual class: inhibitors. P. falciparum luciferase growth in erythrocytes, 48 h; note: potency is the fitted concentration of half-maximal effect; % is set by controls: 0 for no effect and ±100 for the full control effect
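Erythrocytes infected with P. falciparum carrying an integrated firefly luciferase reporter (2% hematocrit, 0.1% parasitemia final) were exposed to compounds in RPMI 1640 with 0.5% Albumax at 37 C, 5% CO2. Growth inhibition was scored as reduced luminescence.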
AMA1-RON2 inh: inhibitors of Plasmodium falciparum AMA1-RON2 interaction | AlphaScreen AMA1-biotinylated RON2 peptide binding | Potency, µM (top dose mostly 58.2 µM), for inactives: at the top dose activity change, negative = inhibition, most hits filed as inhibitors | actives 0.2% (n = 360,000);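 note: potency is the fitted concentration of half-maximal effect; 0% = vehicle wells and -100% = peptide control; nearly all actives have a fitted effect of over 45% in size; some results filed as inactive show a strong effect at the top dose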
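AMA1 (3D7) with his tag at 25 nM final met compounds first, then biotinylated RON2 peptide at 25 nM; detection used donor plus acceptor beads, 10 µg/mL apiece, read by AlphaScreen after 30 min at room temperature.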
Active calls of the source: *; ? = inconclusive; . = no result given; & = joins results of further samples; ! = repeats disagree; [ ] = remark or other dose. Unless noted, calls come from the whole dose curve; as a rule, active = well fitted curve in the direction sought with a large enough effect; inconclusive = small, poorly fitted or top-dose-only effect, or another doubt; inactive = no such curve, though single readings can be large; an effect the other way counts as inactive or inconclusive.

smiles | Shiga inhibitor | Cycloheximide cs | LmPK inh | TbPYK inhibitor | Pf growth 96h | Pf growth 48h | AMA1-RON2 inh
COc1ccc(CCN(Cc2cc3cc(C)ccc3[nH]c2=O)C(=O)N2CCCC2)cc1OC | -8.1 | 9.3 | -3.6% | -4.9% | -16.0%[5.75 µM] | ? | 0.0%
NC(=O)/C(=C\c1ccccc1)NC(=O)c1ccc(NC(=O)c2ccccc2)cc1 | 43.6 | -2.5 | 1.2% | 9.1% | 13.7% | 9.3% | 6.6%
CC1(OC(=O)C2CCCC2)C(=O)C=C2C=C(c3ccsc3)N(Cc3ccco3)C=C2C1=O (centres undefined) | 28.9 | -0.4 | -5.0%[11.5 µM] | -15.4% | 13.1µM* | 11.7µM* | -18.9%
Cc1cccc(NC(=O)c2cccc(C(F)(F)F)c2)c1 | 77.8* | 29.9* | -6.1% | -1.3% | 4.7% | 18.1% | -0.8%
N/N=C1\CCCc2nonc21 | 19.3 | 14.3 | -0.8% | 0.2% | ? | 9.7% | -8.2%
COC(CN(C(=O)CCl)C(C(=O)NC1CCCCC1)c1ccccc1C)OC (centres undefined) | -6.1 | -2.8 | -7.4% | -7.7% | ? | 14.7µM* | -3.0%
CCOC(=O)Cc1csc(NC(=O)CN2C(=O)c3ccccc3S2(=O)=O)n1 | -8.5 | -2.8 | 2.5% | -2.3% | 17.7% | 6.9% | 11.8%
COC(=O)[C@H](CC(C)C)NC(=O)Nc1ccc(F)cc1 | -9.6 | -2.6 | 2.1% | 0.9% | 17.4% | 15.0% | 1.3%
COc1cccc(NC(=O)CN(C)C(=O)c2ccccc2Sc2ccccc2C#N)c1 | . | . | . | -6.1% | -13.7% | 0.8% | 22.7%
O=C(N/N=C/c1cccc(O)c1)c1ccccc1O | 68.3* | 49.4* | ? | 5.8% | 3.1% | 18.1% | 7.5%
COc1cccc(CC(=O)Nc2ccc3c(c2)OC2(CCCC2)O3)c1 | . | . | . | -0.2% | -0.3% | 8.5% | -16.3%
COc1ccc(NC(=S)NNc2ccc([N+](=O)[O-])cc2S(=O)(=O)Nc2ccc(C)cc2C)cc1 | 13.8 | 6.1 | -9.7% | ? | ? | -5.9% | -3.5%
Cc1nc2sccn2c(=O)c1S(=O)(=O)NCC1CCN(Cc2ccccc2Cl)CC1 | -7.7 | -1.7 | 2.3% | 0.1% | ? | -11.8% | 0.0%
CCOC(=O)CNC(=O)Cn1cnc2ccc(S(=O)(=O)N3CCC(C)CC3)cc2c1=O | -15.7 | -1.6 | -1.4% | 1.3% | -4.2% | -4.9% | -0.6%
COc1ccccc1CN1C[C@@H]2C[C@@H](c3ccc(C)cc3)N3CCC[C@@]23C1=O | -9.9 | -3.9 | -4.7% | -19.4% | ? | ? | -16.8%
Cc1nn(CC(=O)NCCN2CCOCC2)c(=O)c2cc3sccc3n12 | -2.6 | -2.7 | 0.2% | -15.2% | 19.3% | 8.7% | 6.3%
Cc1ccc(S(=O)(=O)NCCSc2nnc(N)s2)cc1 | 11.3 | -1.5 | -0.6% | 4.2% | 16.3% | 14.2% | -23.5%
COc1cccc(COC(=O)c2sc3nc4n(c(=O)c3c2C)CCC4)c1OC | . | . | . | 1.9% | ? | 0.0% | 27.5%
COC(=O)CCCC(NC(=S)N1CC2C[C@@H](C1)Cn1c2cccc1=O)C(=O)OC (some centres undefined) | -3.3 | 8.0 | -2.4% | -2.7% | 47.9%[activator] | 16.3% | -8.3%
CN(Cc1cccnc1)C(=O)CNC(=O)c1ccc(Cl)cc1Cl | -14.6 | -2.1 | -0.3% | -3.7% | 7.4% | 67.8%[activator] | 2.3%

Sorted by molar mass (descending): 3 of the compounds above
smiles | Shiga inhibitor | Cycloheximide cs | LmPK inh | TbPYK inhibitor | Pf growth 96h | Pf growth 48h | AMA1-RON2 inh
CCOC(=O)CNC(=O)Cn1cnc2ccc(S(=O)(=O)N3CCC(C)CC3)cc2c1=O | -15.7 | -1.6 | -1.4% | 1.3% | -4.2% | -4.9% | -0.6%
COc1cccc(COC(=O)c2sc3nc4n(c(=O)c3c2C)CCC4)c1OC | . | . | . | 1.9% | ? | 0.0% | 27.5%
COc1cccc(CC(=O)Nc2ccc3c(c2)OC2(CCCC2)O3)c1 | . | . | . | -0.2% | -0.3% | 8.5% | -16.3%

Next section
smiles | Shiga inhibitor | Cycloheximide cs | LmPK inh | TbPYK inhibitor | Pf growth 96h | Pf growth 48h | AMA1-RON2 inh
Cn1c(O)c(C=Nc2ccccc2Sc2ccccc2)c(=O)n(C)c1=O | 6.5 | -2.4 | 0.4% | 0.2% | 36.0%[activator] | -14.2% | 0.9%
Cc1ccc(C)n1-c1ccc(-c2ccn[nH]2)cc1 | 71.2* | 36.2* | 4.8% | 0.7% | ? | ? | 1.8%
C=CCn1c(O)c(C(C)=NCc2ccc3c(c2)OCO3)c(=O)[nH]c1=O | 5.5 | -1.6 | 1.2% | -15.6% | 21.2% | 15.0% | 6.9%
CCOC(=O)c1cn[nH]c1C(F)(F)F | -1.3 | 1.2 | 3.3% | 5.5% | 56.2%[activator] | 13.5% | -6.2%
COc1cc(C(=O)Nc2ccc(C)cn2)c([N+](=O)[O-])cc1OC | -0.7 | 1.0 | -1.2% | -0.6% | ? | -4.8%[5.75 µM] | -7.6%
CC(=O)Nc1ccc(S(=O)(=O)NNC(=O)C2CCCCC2)cc1 | -8.2 | -1.7 | -2.9% | -0.2% | -13.5% | 10.6% | 10.0%
Cc1cc(C)[n+]2n1C(=O)C(c1ccccc1)=C2[O-] | 57.2&24.8 | 32.8*! | -6.4%&-0.7% | 2.6%&-0.5% | 119.6%&-12.5%[activator] | 71.8%&34.9%[activator] | 1.5%&-9.0%
CCCCNC(=O)Nc1c(C(=O)OC)[nH]c2ccc(C)cc12 | -14.5 | 0.9 | 5.5% | -2.9% | . | -1.8% | 2.5%
COCCNC(=O)C(c1ccco1)N(C(=O)Cn1nnc2ccccc21)c1ccccc1C (centres undefined) | -7.7 | -2.9 | -2.8% | 4.5% | . | -3.8% | 24.6%
Cc1cccc(NC(=O)NC2(C)CCS(=O)(=O)C2)c1 (centres undefined) | 11.8 | 1.4 | 6.2% | 0.9% | 18.6% | 3.6% | 8.1%

Going on with the list.
mol | Shiga inhibitor | Cycloheximide cs | LmPK inh | TbPYK inhibitor | Pf growth 96h | Pf growth 48h | AMA1-RON2 inh
CCOC(=O)c1ccc(NC(=O)c2ccccc2[N+](=O)[O-])cc1 | 58.2* | 42.2* | 0.2% | 1.5% | 8.7% | 46.4%[activator] | 11.5%
Cc1n[nH]c(=O)c2c(NC(=O)CSc3nc4ccccc4c(=O)n3C(C)C)oc(C)c12 | -4.9 | 1.4 | -10.0% | -5.0% | 2.0% | -15.3% | -2.5%
O=c1c(Cc2ccc(F)cc2)c(O)ccn1Cc1ccc(F)cc1 | -13.7 | 2.9 | -1.3% | 3.0% | ? | ? | 2.3%
COc1ccc(-c2csc(NC(=O)CSc3ncn[nH]3)n2)cc1OC | -4.0 | 7.2 | 4.0% | 3.8% | -11.7% | 1.3% | 3.7%
CN(CC(=O)Nc1cccc(F)c1)C(=O)c1cccnc1Sc1ccc(Cl)cc1 | . | . | . | 5.1% | -1.8% | ? | 1.3%
O=C(NCCS(=O)(=O)N1CCN(c2cccc(Cl)c2)CC1)c1ccc2c(c1)OCO2 | . | . | . | 5.0% | 18.4% | 7.0% | 11.7%
Cc1ccc(C(=O)Oc2cc(C)[nH]c(=O)c2[N+](=O)[O-])cc1 | 9.2 | 8.1 | -13.1% | 2.2% | 3.7% | 53.4%[activator] | -2.0%
CC(C)(CO)CNC(=O)CC1C(=O)NCCN1CC(c1ccccc1)c1ccccc1 (centres undefined) | 4.8 | -1.4 | 1.0% | 4.2% | 495.6%[activator] | -14.7% | 29.7%
CCc1ccc(N(C(=O)c2snc(C(N)=O)c2N)C(C(=O)NC2CCCC2)c2ccco2)cc1 (centres undefined) | -6.7 | -2.3 | 0.1% | 2.9% | 5.5% | ? | 1.8%
COc1ccc(/C=C(\NC(=O)c2ccccc2)C(=O)NCCN2CCOCC2)cc1OC | 1.4 | -1.9 | -1.8% | -2.2% | 20.6% | 3.7% | 5.2%
CCOc1ccccc1N(C(=O)c1snc(C(N)=O)c1N)C(C(=O)NC1CCCC1)c1cccs1 (centres undefined) | -11.4 | -3.0 | 9.0% | -6.2% | ? | 9.28µM* | -9.0%
CCOc1ccc(NC(=O)Cn2nnc(C(=O)NCc3ccc4c(c3)OCO4)c2N)cc1 | -3.4 | 1.5 | 1.1% | 2.6% | 0.1% | 20.7% | -10.8%
O=C(CNCc1cccs1)Nc1ccc(S(=O)(=O)N2CCCCC2)cc1 | -10.3 | -1.5 | -3.6% | 11.6% | 18.4% | -12.7% | -10.4%
O=C(CN(Cc1ccccc1)C(=O)CNS(=O)(=O)c1ccc(F)cc1)NCC1CCCO1 (centres undefined) | 17.7 | -3.4 | -0.6% | -1.6% | 6.6% | 31.8%[activator] | 25.4%
Cc1cccc(C(=O)NC(=S)Nc2cccc3nc(C)ccc23)c1 | -7.2 | -3.7 | 11.1% | -10.2% | 6.0% | ? | 16.3%
CC(C)NC(=O)CSc1nc2[nH]ncc2c(=O)[nH]1 | 22.1 | -2.9 | -2.3% | 5.1% | 5.1% | 140.6%[activator] | -8.4%
CCOC(=O)C1=C(c2ccccc2)NC(=O)NC1c1cc(OC)c(OC)cc1OC (centres undefined) | -5.1 | 1.1 | 7.2% | -6.0% | 12.3% | 4.3% | 0.7%
COc1cccc(CC(=O)OCC(=O)N(C)CC(=O)Nc2ccc(F)cc2)c1 | . | . | . | -2.9% | 72.7%[activator] | 25.8% | -1.0%
O=C(c1ccc(NS(=O)(=O)c2ccccc2)cc1)N1CCOCC1 | -2.5 | -4.0 | 1.7% | -0.5% | 19.2% | -3.5% | 8.4%
O=C(CSCCO)Nc1ccccc1 | -13.6 | 1.2 | 0.8% | 4.3% | 46.6%[activator] | 0.3% | 1.0%
CCCCCNC(=O)c1ccc2c(=O)n(CC3CCCO3)c(=S)[nH]c2c1 (centres undefined) | -8.3 | 9.6 | -9.9% | -3.0% | -22.7% | ? | 53.3%[activator]
Cn1c(=O)c2c(nc(N/N=C/c3cccs3)n2Cc2ccc(Br)cc2)n(C)c1=O | 9.8 | 10.1 | 0.0% | 13.5% | ? | ? | 23.6%[11.6 µM]

Single records, from the list above. Order of values: Shiga inhibitor, Cycloheximide cs, LmPK inh, TbPYK inhibitor, Pf growth 96h, Pf growth 48h, AMA1-RON2 inh
Shown for `COc1ccc(-c2csc(NC(=O)CSc3ncn[nH]3)n2)cc1OC` → -4.0, 7.2, 4.0%, 3.8%, -11.7%, 1.3%, 3.7%
Shown for `CCOC(=O)c1cn[nH]c1C(F)(F)F` → -1.3, 1.2, 3.3%, 5.5%, 56.2%[activator], 13.5%, -6.2%
Shown for `CCOc1ccc(NC(=O)Cn2nnc(C(=O)NCc3ccc4c(c3)OCO4)c2N)cc1` → -3.4, 1.5, 1.1%, 2.6%, 0.1%, 20.7%, -10.8%
